HEK293 cAMP ctrl: counter-screen for TSHR agonists: cAMP increase in parental HEK293 | Potency, µM (doses to about 57.1 µM), inactives show top-dose activation, hits mostly activators | actives 2.5% (n = 73,000) | parental HEK293 CNG cAMP sensor, membrane potential fluorescence; further: potency means the concentration at half of the fitted maximal effect; % of control where 0% means no effect; nearly all actives have a fitted effect of over 55% in size
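Parental HEK 293 cells stably expressing a modified CNG channel (no TSHR) report cAMP rise as membrane depolarization. Membrane potential dye with 100 uM RO 20-1724 was loaded for 60 min at room temperature, then compound added for 30 min; fluorescence read at 590 nm.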
Casp1 inh: allosteric or competitive inhibitors of human caspase-1; P29466; Caspase-1 enzyme, Ac-WEHD-AFC fluorogenic rate; Potency, µM (highest dose often 57.5 µM), inactives show at the top dose activity change, negative = inhibition, usual class: inhibitors; actives 0.03% (n = 75,000); AID 900;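 further: potency means the concentration at half of the fitted maximal effect; plate controls were vehicle for no effect and no substrate for full effect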
Target sequence (P29466 120-297 limits assumed): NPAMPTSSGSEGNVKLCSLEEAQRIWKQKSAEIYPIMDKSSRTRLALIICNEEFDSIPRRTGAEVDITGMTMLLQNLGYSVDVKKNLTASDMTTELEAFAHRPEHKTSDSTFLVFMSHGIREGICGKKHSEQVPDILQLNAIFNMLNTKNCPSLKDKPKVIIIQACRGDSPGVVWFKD
Target sequence (P29466 317-404 limits assumed): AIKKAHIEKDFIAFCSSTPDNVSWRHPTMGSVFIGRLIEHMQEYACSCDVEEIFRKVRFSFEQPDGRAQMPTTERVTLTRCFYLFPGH
Caspase-7 inhib: allosteric or competitive inhibitors of human caspase-7; actives 0.02% (n = 75,000); Potency, µM (titrated, usually from 57.5 µM), inactives show top-dose activity change, negative = inhibition, hits mostly inhibitors; recombinant caspase-7, Ac-DEVD-AFC fluorescence rate; active means well fitted inhibition curve with a large enough effect in the main read-out, with a control signal flat, not every such curve was filed as active; inconclusive means small, poorly fitted or top-dose-only effect, or a change in a side signal; further: potency means the concentration at half of the fitted maximal effect; % of control where 0% means no effect
4-MU autofl: compounds fluorescent in 4-MU spectral region. compound autofluorescence, 340/450 nm, 4-MU equivalents; active compounds read high. max dye-equivalent concentration, M. actives 11% (n = 59,000); in the data active means max dye-equivalent concentration above about 10 nM; inconclusive means mostly about 1.1 nM to 9.6 nM
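Compounds in 100 mM Tris, pH 8.0, incubated 15 min at room temperature, then fluorescence read at 340 nm excitation/450 nm emission. Signal converted to 4-MU dye-equivalent concentration using an on-plate six-point 4-MU standard curve.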
Texas Red fluor: compounds fluorescent in Texas Red spectral region. Compound fluorescence, Texas Red channel, 547/618 nm; active compounds read high. max dye-equivalent concentration, M. actives 0.06% (n = 59,000). AID 587; in the data active means max dye-equivalent concentration above about 10 nM; inconclusive means between about 1.1 nM and that limit
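Spectral interference profiling: each compound concentration's relative fluorescence, read with a 547 nm excitation and 618 nm emission filter pair, was normalized to a per-plate Texas Red standard curve.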
Rhodamine fluor: compound fluoresces in the rhodamine spectral region | actives 0.05% (n = 59,000) | AID 594 | Rhodamine-region fluorescence, 547/598 nm, Tris buffer; active compounds read high | max dye-equivalent concentration, M; in the data active means max dye-equivalent concentration above about 11 nM; inconclusive means between about 1.1 nM and that limit
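Compound fluorescence in 100 mM Tris, pH 8.0, read after 15 min at room temperature with 547 nm excitation and 598 nm emission. Output is dye-equivalent concentration from an on-plate rhodamine standard series.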
A350 autofl: compound fluoresces in the Alexa 350 spectral region; actives 11% (n = 59,000); AID 590; Compound autofluorescence, 340/450 nm, Alexa 350 dye-equivalents; active compounds read high; max dye-equivalent concentration, M; in the data active means max dye-equivalent concentration above about 10 nM; inconclusive means mostly about 1.1 nM to 9.6 nM
Luciferase inh: blocks Photinus pyralis firefly luciferase activity | P08659 | purified firefly luciferase, luminescence, 8 min | Potency, µM (titrated, usually from 57.1 µM), inactives show top-dose activity change, negative = inhibition, actives largely listed as inhibitors | actives 2.2% (n = 72,000); further: potency means the concentration at half of the fitted maximal effect; on the % scale 0 is the no-effect control and ±100 the full control effect; nearly all actives have a fitted effect of over 40% in size
Target sequence (P08659 whole entry, looked up): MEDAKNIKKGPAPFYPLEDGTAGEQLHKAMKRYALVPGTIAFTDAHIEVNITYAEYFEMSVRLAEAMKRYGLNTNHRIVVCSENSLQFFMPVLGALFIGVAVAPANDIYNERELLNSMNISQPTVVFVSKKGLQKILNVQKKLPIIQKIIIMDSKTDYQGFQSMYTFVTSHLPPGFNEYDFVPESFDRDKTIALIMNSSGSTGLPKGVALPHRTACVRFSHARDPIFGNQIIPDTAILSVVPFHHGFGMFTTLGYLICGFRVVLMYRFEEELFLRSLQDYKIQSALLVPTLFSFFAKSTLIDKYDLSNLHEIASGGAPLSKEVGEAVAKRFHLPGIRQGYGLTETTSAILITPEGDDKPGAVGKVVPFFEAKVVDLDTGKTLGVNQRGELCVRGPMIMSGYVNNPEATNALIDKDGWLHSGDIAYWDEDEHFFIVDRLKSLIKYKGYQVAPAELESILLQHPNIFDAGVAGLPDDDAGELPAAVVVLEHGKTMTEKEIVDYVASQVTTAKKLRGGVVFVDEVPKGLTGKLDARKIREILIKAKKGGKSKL
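Substrate buffer containing 10 uM ATP (pH 7.2 imidazole, Mg2+, KCl, detergent, BSA) is dispensed, compound pinned in, then luciferase/luciferin detector mix added. After 8 min at ambient temperature, light output is measured.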
ERK AVP block: inhibitors of vasopressin-stimulated ERK signaling pathway. HEK293-V1b, vasopressin-stimulated pERK AlphaScreen. Potency, µM (highest dose often 57.5 µM), inactives show top-dose activity, negative = inhibition, usual class: inhibitors. actives 0.99% (n = 72,000). AID 995; further: potency means the concentration at half of the fitted maximal effect; on the % scale 0 is the no-effect control and ±100 the full control effect; nearly all actives have a fitted effect of over 55% in size
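HEK293 cells stably expressing V1b receptor, preincubated 30 min at 37 °C with compound, then stimulated 5 min with 25 nM vasopressin. Phospho-ERK by AlphaScreen SureFire after 5 h RT; normalized to DMSO and vasopressin; AC50 by Hill fit.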
Tau filament bind: binders of human tau filaments | actives 2% (n = 71,000) | Potency, µM (doses to about 57.1 µM), for inactives: top-dose activity change, negative = inhibition | recombinant tau filaments, thioflavin S fluorescence, 15 h; filaments grown with octadecylsulfate alongside compound | P10636;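 further: potency means the concentration at half of the fitted maximal effect; on the % scale 0 is the no-effect control and ±100 the full control effect; actives lower thioflavin S fluorescence by blocking filaments or displacing dye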
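His-tagged recombinant human tau (exons 2, 3 and 10 included), 1 uM, was induced to fibrillize by 30 uM sodium octadecylsulfate with compound present. After 15 h at 37 C, thioflavine S fluorescence (ex 450, em 510 nm) was read.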
Fluorescein autfl: compound fluoresces in the fluorescein spectral region. Compound autofluorescence, 480/540 nm, fluorescein-equivalent; active compounds read high. max fluorescein-equivalent concentration, M. actives 0.91% (n = 59,000); in the data active means max fluorescein-equivalent concentration above about 10 nM; inconclusive means between about 1.1 nM and that limit
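Tris 100 mM pH 8.0; 15 min RT; CCD read, ex 480/em 540 nm. Output: fluorescein-equivalent concentration per compound concentration, from six-point dye series on each plate.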
Active calls of the source: *; i = inactive; ? = inconclusive; / = not tested or not shown; & = joins results of further samples; [ ] = another dose, or the depositor's remark. Unless noted, the call rests on the fitted dose curve; in most records, active means well fitted curve in the direction sought with a large enough effect; inconclusive means small, poorly fitted or top-dose-only effect, or another doubt; inactive means no such curve, though single readings can be large; an effect the other way counts as inactive or inconclusive. Not all compounds are listed (hit frequency here may not be typical).

SMILES | HEK293 cAMP ctrl | Casp1 inh | Caspase-7 inhib | 4-MU autofl | Texas Red fluor | Rhodamine fluor | A350 autofl | Luciferase inh | ERK AVP block | Tau filament bind | Fluorescein autfl
C[C@@H]1CC[C@@H]2N(C1)C[C@H]1[C@@](O)([C@H](O)C[C@]3(O)[C@H]4CC[C@H]5[C@]6(O)O[C@]4(C[C@]13O)[C@@]5(C)CC[C@@H]6O)[C@@]2(C)O | 10.2%[11.4 µM] | -0.7%[11.5 µM] | -1.8%[11.5 µM] | i | i | i | i | 0.1%[11.4 µM] | -8.2%[11.5 µM] | 7.0%[11.4 µM] | i
c1ccc(CCN2CCC(N3CCN(c4ccccc4)CC3)CC2)cc1 | -11.7% | -1.0% | 0.5% | / | / | / | / | -1.3% | -14.1% | 0.3% | /
N#Cc1ccccc1Cn1cc(C(=O)c2ccco2)c2ccccc21 | 15.8µM* | -4.5% | -3.8% | ? | i | i | ? | 0.6% | -15.9% | 107.5% | i
CC(C)[N+](C)(CCC(C(N)=O)(c1ccccc1)c1ccccc1)C(C)C | -1.4%[25.6 µM] | 1.0% | 0.7% | i | i | i | i | 0.1%[25.5 µM] | -8.7% | 2.2%[25.6 µM] | ?
CC1=[N+]([O-])C2(N)CCc3nonc3C2(O)C1 (configuration not stated) | -4.3% | -1.8% | 2.3% | / | / | / | / | -2.2% | 2.2% | 5.7% | /
C(=C/c1ccccc1)/CN1CCN(CCOC(c2ccccc2)c2ccccc2)CC1 | 6.5% | -2.0% | -2.3% | / | / | / | / | 0.0% | ? | ? | /
CCn1c(O)c(C=NCCc2c[nH]c3ccccc23)c(=O)[nH]c1=O | -6.6% | -1.0% | 0.2% | i | i | i | i | -3.0% | -11.0% | 9.6% | i
CCOC(=O)C1CCCCC12C(C#N)=C(N)Oc1n[nH]c(C)c12 (configuration not stated) | 0.7% | -1.9% | 10.1% | i | i | i | ? | 0.0% | -1.3% | -3.7% | i
Cc1c(C(=O)NCCC2=CCCCC2)oc2ccc(S(=O)(=O)N3CCC4(CC3)OCCO4)cc12 | 23.4% | -0.1% | -0.5% | i | i | i | i | 1.0% | ? | 29.3% | i
Nc1nc(N)c(Cn2ccnc2)c(=O)[nH]1 | ? | -1.7%[11.5 µM] | 0.8%[11.5 µM] | i | i | i | i | 2.4%[11.4 µM] | 1.6%[11.5 µM] | 5.4%[11.4 µM] | i
O=C1C2CCN(CC2)C1(CO)CO | 6.9%[11.4 µM] | 0.8%[11.5 µM] | 0.6%[11.5 µM] | i | i | i | i | 0.8%[11.4 µM] | 16.2%[11.5 µM] | ? | ?
COc1ccc2[nH]cc(CCN)c2c1 | ? | 2.7%&-0.4% | -0.3%&0.7% | i | i | i | i | 0.6% | 6.1%&0.3% | -10.9% | ?
CC12CN3CC(C)(CN(C1)C3c1ccncc1)C2=O (configuration not stated) | -1.1% | -0.3% | -0.9% | i | i | i | i | -0.8% | -10.5% | -2.0% | ?
Cc1ccccc1N | -31.3%&7.2% | -1.4%&2.3% | 2.4%&0.4% | / | / | / | / | / | 5.6%&-4.2% | 15.2%&-5.6% | /
CCCCCCOc1ccc(CN2CCN(CCO)CC2)cc1 | 17.2% | -2.2% | 0.4% | / | / | / | / | -7.0% | 8.5% | 5.2% | /
COc1ccc(C(=O)c2c(C)n(CCN3CCOCC3)c3cc(I)ccc23)cc1 | 6.31µM* | -4.2% | -2.7% | / | / | / | / | 0.4% | 1.1% | ? | /
O=CN1C[C@H]2C[C@@H](C1)c1cccc(=O)n1C2 | -4.2% | / | / | i | i | i | i | 0.5%[11.4 µM] | / | -19.9% | i
CCNC(=O)[C@@H]1O[C@@H](n2cnc3c(N)ncnc32)[C@@H](O)[C@H]1O | 0.159µM* | 1.8% | 2.5% | i | i | i | i | 0.5% | -38.2% | 6.1% | ?
CCN(CC)C(=O)c1ccc(NC(=O)Cn2nc(C)c3ccccc3c2=O)cc1 | ? | -0.1% | 0.1% | i | i | i | i | 1.8% | -1.2% | -1.4% | i
CC(C)C(=O)CP(=O)(O)O | -0.7%[11.4 µM] | -0.1%[11.5 µM] | 2.1%[11.5 µM] | i | i | i | i | 0.0%[11.4 µM] | 6.4%[11.5 µM] | -1.2%[11.4 µM] | i
C[N+]1(C)[C@@H]2CC[C@H]1CC(OC(=O)C(CO)c1ccccc1)C2 (some centres not stated) | / | / | / | i | i | i | i | 2.4%&-4.7%[25.5 µM] | / | / | ?
CCCCn1c(O)c(C(CC)=Nc2ccc(C(=O)O)cc2)c(=O)[nH]c1=O | -0.1% | -0.7% | 0.8% | i | ? | i | i | 1.4% | 0.2% | -2.1% | i
COS(C)(=O)=O | -27.8% | -3.7% | 1.5% | / | / | / | / | / | -6.0% | 9.6% | /
CC(=O)O[C@H]1CC[C@@]2(C)C(=CC[C@@H]3[C@H]2CC[C@]2(C)C(=O)CC[C@H]32)C1 | 4.5%[25.6 µM] | -4.8%[25.7 µM] | -0.7%[25.7 µM] | i | i | i | i | 8.2%[25.5 µM] | 8.7%[25.7 µM] | 27.7%[25.6 µM] | ?
CN1CCCC2(CCN(C(=O)c3csnn3)CC2)C1 | ? | -2.8% | -0.2% | i | i | i | i | -0.7%[11.4 µM] | -2.1% | -15.6% | i
O=C(Oc1ccc([N+](=O)[O-])cc1)N1CCC(N2CCCCC2)CC1 | 4.0% | -7.5% | 0.0% | / | / | / | / | / | -8.5% | ? | /
Cc1sc2c(c1C)C(c1cccs1)=NCC(=O)N2CC(=O)NCc1cccs1 | ? | -1.9% | -2.3% | i | i | i | i | -4.2% | -7.2% | 11.5% | i
O=C(c1cc2cc3ccc(Cl)cc3nc2o1)N1CCC2(CC1)OCCO2 | -0.9% | 0.0% | 0.4% | ? | i | i | ? | -1.7% | 4.6% | 1.6% | i
COCCOC(=O)c1c(C)oc2ccc(OC(=O)N(C)C)cc12 | 6.0% | 1.7% | -3.9% | i | i | i | ? | -4.3% | -17.8% | 2.5% | i
C=CCOC(C)=O | 0.6% | -3.3% | -1.0% | / | / | / | / | / | -3.5% | -1.3% | /
CC(=O)N1CN2CN(C(C)=O)CC(C(=O)c3ccccc3)(C2)C1 | -0.2% | -1.8% | -0.7% | / | / | / | / | 2.0% | -9.4% | 8.1% | /
CN1C(=O)CCS(=O)(=O)[C@@H]1c1ccc(Cl)cc1 | -2.3%[25.6 µM] | -0.6%[25.7 µM] | 2.1%[25.7 µM] | i | ? | i | i | 1.2%[25.5 µM] | 27.0%[25.7 µM] | -2.4%[25.6 µM] | ?
Cc1cccc(N)c1C | -6.5% | -3.3% | 0.5% | / | / | / | / | / | 10.9% | -1.0% | /
O=[As](O)(O)c1ccc2nc3cc([As](=O)(O)O)ccc3nc2c1 | -4.9%[11.4 µM] | 1.7%[11.5 µM] | -2.3%[11.5 µM] | i | i | i | i | 2.2%[11.4 µM] | 5.5%[11.5 µM] | ? | i
O=C(CCN1CC2CCC(CC2)C1)c1cccs1 | -1.5%[11.4 µM] | -2.4%[11.5 µM] | 1.8%[11.5 µM] | i | i | i | i | 2.1%[11.4 µM] | -6.7%[11.5 µM] | 8.2%[11.4 µM] | i
CC(=O)N1CC(=O)Nc2ccc(Cl)cc2C1c1ccc(F)cc1 (configuration not stated) | 12.3% | 1.4% | 2.6% | i | i | i | i | 0.5% | 22.6% | 8.2% | i
C[C@@]12CCC[C@](C)(C(=O)O)[C@@H]1CCc1ccc(O)cc12 | 3.5% | / | / | i | i | i | i | 1.4%[11.4 µM] | / | ? | i
CC(Cc1ccccc1)[n+]1cc(/N=C(\N)[O-])on1 (configuration not stated) | 2.5% | 0.2% | 0.3% | 1.31e-08M* | i | i | 1.38e-08M* | 0.2% | 11.0% | -10.7% | i
O=C(O)C(O)(c1ccccc1)C1CCCC1 (configuration not stated) | 0.7% | -0.4% | 0.8% | i | i | i | i | 1.0% | 0.4% | 3.1% | i
Cn1c(=O)cc(SCC(=O)N2CCC3(CC2)OCCO3)c2ccc(Cl)cc21 | 0.1% | -3.3% | -5.1% | i | i | i | i | 1.1% | -0.2% | 8.7% | i
CC(=O)c1c(O)n(C2CCCCCC2)c(=O)[nH]c1=O | 1.0% | 2.0% | -0.7% | i | i | i | i | 2.0% | 12.2% | -0.2% | i
CC(=O)N(C1=NCCCS1)c1ccccc1F | 0.2% | 2.3% | -2.9% | i | ? | i | i | 0.4% | -4.9% | 4.8% | ?
O=C(O)CNCP(=O)(O)O | 4.0%[11.4 µM] | 1.2%[11.5 µM] | 0.8%[11.5 µM] | i | i | i | i | 1.6%[11.4 µM] | 7.3%[11.5 µM] | 3.5%[11.4 µM] | i
COc1ccc(-n2nc(C(F)(F)F)cc2-c2ccc(Cl)cc2)cc1 | ? | 0.6% | -0.2% | i | i | i | i | -0.2% | -4.0% | 11.1% | ?
O=c1c2ccccc2nc(-c2ccccc2)n1-n1cccc1 | 16.7% | 0.8% | -0.7% | / | / | / | / | 1.0% | -10.8% | 5.7% | /
Cc1ccc(C)c(CN2CCC(n3nnc4cc(F)ccc43)CC2)c1 | 18.7% | 0.4% | -0.4% | i | ? | i | i | 1.3% | 19.9% | 131.7% | i

Compound activity (PubChem BioAssay)
